E coli growth – E. coli V3065 growth inhibition, primary screen, counter-screen for AddAB inhibitor project, absorbance, OD600. inhibition, % at 11.9 µM. AID 449728, 2010. 18 h. hit rate 0.27% among 330,000;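 active = inhibition above the campaign's mean inhibition across all tested compounds plus 3 SD, cut at about 9.9% in these data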;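 also: uninfected addAB+ strain grown without phage in ampicillin broth; 0% = DMSO wells and 100% = ciprofloxacin 0.95 µg/ml wells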
DSG3 Ab inh – inhibitors of pemphigus antibody binding to DSG3, primary screen, biochemical, bead-based, flow cytometry, scFv-GFP; hit rate 0.48% among 310,000; binding (percent of control), % at 10 µM; AID 588358, 2011; DSG3-coupled beads, scFv-anti-DSG3-GFP binding; stronger effect = lower value; Desmoglein-3 (Homo sapiens), P32926;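 active = binding more than 3 SD below its plate's average and above zero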; also: some compounds called inactive have numbers as strong as hits
Target sequence (P32926 whole entry, looked up): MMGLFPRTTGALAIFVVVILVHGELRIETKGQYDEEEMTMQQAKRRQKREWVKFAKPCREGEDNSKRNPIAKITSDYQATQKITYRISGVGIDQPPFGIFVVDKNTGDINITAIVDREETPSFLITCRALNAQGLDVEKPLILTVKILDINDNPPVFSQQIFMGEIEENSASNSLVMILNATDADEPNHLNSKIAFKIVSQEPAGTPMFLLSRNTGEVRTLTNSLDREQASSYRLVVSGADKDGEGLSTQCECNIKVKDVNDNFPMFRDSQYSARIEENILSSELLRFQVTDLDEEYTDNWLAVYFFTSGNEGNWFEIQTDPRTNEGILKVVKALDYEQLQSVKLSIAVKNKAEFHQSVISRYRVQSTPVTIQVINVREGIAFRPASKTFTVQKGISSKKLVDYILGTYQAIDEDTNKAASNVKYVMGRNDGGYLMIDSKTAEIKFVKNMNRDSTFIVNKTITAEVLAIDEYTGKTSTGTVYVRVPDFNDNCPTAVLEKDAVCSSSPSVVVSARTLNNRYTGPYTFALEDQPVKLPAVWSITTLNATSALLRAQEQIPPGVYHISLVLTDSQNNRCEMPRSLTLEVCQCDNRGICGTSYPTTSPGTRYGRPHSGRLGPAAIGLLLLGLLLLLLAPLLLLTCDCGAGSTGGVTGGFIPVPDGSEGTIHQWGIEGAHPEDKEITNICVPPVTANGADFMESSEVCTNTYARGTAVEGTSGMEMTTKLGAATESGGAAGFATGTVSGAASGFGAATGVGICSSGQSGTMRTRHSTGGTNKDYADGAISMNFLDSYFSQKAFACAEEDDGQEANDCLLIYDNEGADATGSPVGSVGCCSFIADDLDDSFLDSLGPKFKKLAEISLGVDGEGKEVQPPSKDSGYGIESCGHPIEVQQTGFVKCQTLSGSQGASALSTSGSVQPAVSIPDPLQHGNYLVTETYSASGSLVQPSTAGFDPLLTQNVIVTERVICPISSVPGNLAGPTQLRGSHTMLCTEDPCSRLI
phage Ecoli inh – growth loss of phage-infected E. coli, primary screen, RecBCD inhibitor project, absorbance, with phage, HTS | hit rate 0.26% among 360,000 | AID 651602, 2012 | inhibition, % at 11.9 µM; in the data active = inhibition above about 11%
PKA-R1A act – activators of PKA-R1A holoenzyme, primary screen, biochemical, fluorescence polarization, Cy5-IP20, bovine R1A, mouse PKAc; cAMP-dependent protein kinase type I-alpha regulatory subunit (Bos taurus) + …; PKA-R1A dissociation; scaled: DMSO 0%, 113 µM cGMP 100%; activation, % at 11.4 µM; hit rate 0.083% among 340,000; AID 504707, 2011;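 active = percent activation above the mean of all tested compounds plus 3 SD, cut at about 19% in these data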;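 also: higher means more PKAc released from R1A so a rise in polarization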
HTR5A ag ctr – HTR5A agonists in luminescence cell assay, primary screen, counter-screen for OPRM1-OPRD1 heterodimer agonist project, full-deck HTS | 5-hydroxytryptamine receptor 5A (Homo sapiens), P47898 | cell-based | activation, % at 9.3 µM | hit rate 0.61% among 340,000 | AID 504692, 2011; in the data active = activation mostly above about 9.5%, no sharp cut-off; inactive = mostly below about 7.6%;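 also: 0% = cells with vehicle only and 100% = reference agonist; strong numbers were not always called active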
OPRM1-OPRD1 inv – inverse agonists of MOR-DOR heterodimerization, primary screen, cell-based, luminescence; Mu-type opioid receptor (Homo sapiens) + Delta-type opioid receptor (Homo sapiens), …; cell-based MOR-DOR heterodimer luminescence, inverse agonism; inhibition, % at 9.3 µM; hit rate 0.21% among 340,000; AID 504357, 2011; in the data active = inhibition above about 22%, passing the limit was not always enough;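 also: 0% = cells with DMSO and 100% = wells without cells with DMSO; values of inactives mirror those of a sister screen read the other way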
HTR5A inv ctr – HTR5A inverse agonists in luminescence cell assay, primary screen, counter-screen for OPRM1-OPRD1 heterodimer inverse agonist project, full-deck HTS | 5-hydroxytryptamine receptor 5A (Homo sapiens), P47898 | HTR5A cell line, inverse agonism | inhibition, % at 9.3 µM | hit rate 0.083% among 340,000 | AID 504634, 2011; in the data active = inhibition mostly above about 23%, no sharp cut-off; inactive = mostly below about 18%;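 also: 0% = cells with DMSO and 100% = no-cell wells with DMSO; some compounds called inactive have numbers as strong as hits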
SUMO Mot1 rescue – yeast Mot1-301 growth rescue at high temperature, primary screen, SUMOylation pathway inhibitor project, S. cerevisiae, ATP luminescence, 38.5C; growth rescue, % at 18.8 µM; S. cerevisiae Mot1-301 growth rescue; percent above DMSO median, 100 means doubled; hit rate 1% among 320,000;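 active = every valid replicate shows activation above 250% relative to neutral control wells; inactive = the rest, any valid replicate at or below 250%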;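 also: OY570 slx delta 5 strain wells were the positive control but not used for scaling; some compounds called inactive have numbers as strong as hits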
PfHsp90 yeast 2 – growth inhibition of PfHsp90-expressing yeast, primary screen, antimalarial PfHsp90 inhibitor project, S. cerevisiae, BacTiter-Glo luminescence, single point, set 2; BacTiter-Glo ATP, 48 h; yeast lacking PDR1 and PDR3 efflux regulators; inhibition, % at 9.4 µM; hit rate 0.32% among 310,000; AID 504621, 2011;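 active = every replicate shows inhibition above about 80%, whatever the replicate mean, limit read from the data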;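 also: 0% = DMSO neutral controls and 100% = 20 µM radicicol positive controls; yeast relying on Plasmodium falciparum Hsp90 in place of its own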
OPRM1-OPRD1 ag – agonists of OPRM1-OPRD1 heterodimerization, primary screen, cell-based, luminescence | Mu-type opioid receptor (Homo sapiens) + Delta-type opioid receptor (Homo sapiens), … | cells | activation, % at 9.3 µM | hit rate 0.3% among 340,000 | AID 504326, 2011; in the data active = activation above about 18%;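 also: 0% = vehicle-treated cells and 100% = reference agonist; values of inactives mirror those of a sister screen read the other way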
AddAB inh – growth inhibition of E. coli expressing H. pylori AddAB, primary screen, AddAB inhibitor project, absorbance; hit rate 0.29% among 330,000; inhibition, % at 11.9 µM; in the data active = inhibition above about 12%;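 also: 0% = vehicle wells of infected cells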
The depositor's hits bear a star; . = not tested or not shown. Rows were taken by chance. About 3.2% of those tested had a hit in this group.

#	Structure	E coli growth	DSG3 Ab inh	phage Ecoli inh	PKA-R1A act	HTR5A ag ctr	OPRM1-OPRD1 inv	HTR5A inv ctr	SUMO Mot1 rescue	PfHsp90 yeast 2	OPRM1-OPRD1 ag	AddAB inh
1	CCOC(=O)N1CCN(C2=C(NS(=O)(=O)c3ccccc3)C(=O)c3ccccc3C2=O)CC1	0.9	102	-2.7	1	-1	-11	-2	28	-24	2.2	-1.6
2	CCCCN(CC)CCCNC(=O)C1CCN(c2ncnc3c2sc2cccc(F)c23)CC1	0.2	102	2.6	-13	-4	10	11	10	-4	-2.2	4.3
3	N#Cc1cc(-c2ccc(Cl)cc2)cn(Cc2c(Cl)cccc2Cl)c1=O	-1.3	102	3.9	-4	1	-7	6	-5	-13	1.4	-1.2
4	N#Cc1c(-c2ccccc2)c(-c2ccccc2)n(Cc2ccco2)c1NC(=O)c1cccs1	1.1	83	0.3	-11	4	17	28	-7	-30	-2.8	1.2
5	CC(CCc1ccco1)NC(=O)c1cc2c(-c3ccccc3F)nn(C)c2s1 (stereo unspecified)	-0.9	96	2.1	-6	1	2	-3	26	-12	-0.5	-0.2
6	CN(C)c1oc(-c2ccccc2Cl)nc1P(=O)(c1ccccc1)c1ccccc1	0.2	.	1.9	-2	-3	-34	8	180	-40	6.2	-2.5
7	CCOC(=O)N1CCN(S(=O)(=O)c2ccc([N+](=O)[O-])cc2)CC1	2.6	98	-0.6	-11	3	7	-7	.	11	-1.6	0.5
8	CC(C)[C@H](NC(=O)c1ccccc1F)C(=O)NC1CCCCCCC1	0.7	104	0.9	-2	-7	-1	18	27	24	0.2	-0.8
9	O=C(Nc1cccc(Cl)c1)OCCOc1ccccc1	.	111	2.1	-11	0	-22	-11	9	2	4.3	.
10	CC1=C(C#N)CCC(=O)N1Cc1c(F)cccc1Cl	0.0	82	4.9	0	0	14	-1	4	24	-2.8	1.9
11	CC(=O)N1CCN(S(=O)(=O)c2cccc(C(=O)NCCC3=CCCCC3)c2)CC1	1.4	91	-0.4	-1	4	-20	-10	314	.	3.1	-0.6
12	Cc1nnc(SC(C(=O)Nc2ccc(Cl)c([N+](=O)[O-])c2)c2ccccc2)[nH]c1=O (stereo unspecified)	-1.9	116	0.1	-1	2	10	-4	-4	-7	-2.1	-0.8
13	O=C(Cc1cccc(NC(=O)C2CCN(C(=O)CCc3ccccc3)CC2)c1)Nc1cccc(C(=O)N2CCCCC2)c1	.	105	1.0	-9	1	3	-5	.	-14	-0.6	.
14	COc1ccc(O)c(C(=O)c2cnc3onc(C)c3c2)c1	-0.9	104	-0.5	13	0	2	-2	6	34	-0.4	3.6
15	O=C1C2C3C=CC([C@@H]2C(=O)N1Cc1cccnc1)C31CC1 (stereo partly specified)	3.1	101	2.0	-7	0	12	-8	-5	-6	-2.3	-0.3
16	CN(C)/C=C1\SC(=S)N(c2ccc(F)cc2)C1=O	0.5	.	1.5	-8	4	6	-12	3	13	-1.3	2.3
17	CC12CCC(C(=O)NCc3ccccc3Cl)(OC1=O)C2(C)C (stereo unspecified)	0.6	91	0.7	0	-5	-3	-15	-10	4	0.6	1.2
18	CCOC(=O)c1ccc(N2C(=O)CC(N(Cc3ccc4c(c3)OCO4)C(=O)Nc3ccccc3)C2=O)cc1 (stereo unspecified)	-0.5	110	3.0	-6	5	1	-14	-5	.	-0.1	0.5
19	COCCNC(=O)CN1C(=O)/C(=C/c2ccccc2)Oc2ccc(C(C)(C)C)cc21	-2.9	106	-0.2	-8	-2	12	8	-16	5	-2.6	-2.1
20	Cc1ccc(CNC(=O)CCCc2cn(C)c3ccccc23)cc1	0.8	92	0.6	-6	0	7	0	5	-11	-1.2	1.6
21	CCN(C(=O)CSc1nnnn1-c1cc(C)ccc1OC)C1CCS(=O)(=O)C1 (stereo unspecified)	0.9	102	4.4	12	2	2	-4	-8	9	-0.3	-0.2
22	O=C(COc1ccc(Cl)cc1)Nc1ccc(Cc2ccncc2)cc1	1.1	103	6.7	-7	0	-9	-1	75	35	1.5	1.8
23	Cc1cc(C)c(C2C3=C(Nc4c2c(C)nn4-c2ccccn2)c2ccccc2C3=O)c(C)c1 (stereo unspecified)	-0.2	84	.	2	-2	25	10	11	-22	-4.8	0.9
24	Cc1ccccc1OCC(=O)Nc1ccc2c(c1)COC2=O	0.0	100	0.3	-3	-2	25	-16	8	6	-5.5	1.6
25	COc1cc(C2C3C(=O)N(c4ccccc4)C(=O)C3ON2c2ccccc2)ccc1O (stereo unspecified)	0.5	.	0.9	-2	1	10	-4	-3	24	-1.6	2.1
26	COc1ccc(-c2sc3ccccc3c2C#CCCO)cc1	3.4	103	2.4	-1	6	3	-23	-24	-8	-0.6	3.2
27	O=[N+]([O-])c1cccc2c(Cl)ccnc12	-0.2	124	2.0	2	2	-8	11	-1	.	1.4	0.8
28	COc1cccc(OC)c1OCc1cc(C2C3CCCC=C3C(C#N)=C(N)C2(C#N)C#N)c(C)cc1C (stereo unspecified)	-0.9	100	-1.9	0	0	-9	-14	-18	-5	1.6	0.3
29	Cn1c(=O)c2c(nc(NCc3cccnc3)n2Cc2cccc(C(F)(F)F)c2)n(C)c1=O	0.2	.	0.5	-8	-2	-2	11	132	-44	0.5	3.6
30	CCCC(=O)NCc1nc2ccccc2n1C	-1.5	120	-0.5	-9	7	12	14	2	-24	-2.0	-2.0
31	Clc1cccc(Cl)c1CSc1nnc(CN2CCOCC2)n1-c1ccccc1	-1.3	108	1.7	-12	2	8	6	3	-2	-1.4	1.6
32	Cc1nc(C)c(CCNC(=O)c2ccc(C(F)(F)F)cc2)s1	-1.8	111	3.6	-3	-3	13	-27	3	28	-2.4	4.3
33	Cc1cc(CCNC=O)c(C)c2c1sc1ccccc12	.	97	0.1	-2	0	2	1	.	-22	-0.4	.
34	O=C(CN1C(=O)C2CCCCC2C1=O)N1CCN(c2ncccn2)CC1 (stereo unspecified)	-1.3	91	0.7	-1	3	8	-27	-25	7	-1.4	-0.8
35	CC1(C)CC(CC(=O)O)(c2ccc(F)cc2)CCO1 (stereo unspecified)	-0.2	99	1.8	-2	-5	-8	14	-6	13	1.4	-0.5
36	COc1ccc(CNCCSc2nnnn2C)c(OC)c1OC	-0.1	107	2.6	-5	2	6	36	-25	-10	-1.4	3.6
37	CN=C1NN=C(c2cc(C)n(-c3c(C)n(C)n(-c4ccccc4)c3=O)c2C)CS1	-2.0	101	5.2	0	4	13	-11	21	0	-1.8	1.1
38	CCOC(=O)c1c(N)sc(C(O)(C(F)(F)F)C(F)(F)F)c1-c1ccccc1	-1.8	103	-0.2	-3	6	-54	-17	-9	-10	8.9	0.2
39	Cc1cccc(NC(=S)N(CCN(C)C)Cc2cccs2)c1	-1.2	106	-0.5	2	-2	-1	5	23	-7	0.3	-1.1
40	CCC(NC(=O)Cc1cccs1)c1ccccc1 (stereo unspecified)	-0.9	113	3.8	-8	4	14	16	-4	21	-2.8	0.7
41	Clc1ccc(OCCCCCN2CCOCC2)cc1	-0.3	103	4.7	-1	-5	9	19	254	0	-1.8	3.3
42	CC(C(=O)Nc1ccc2c(c1)OCCO2)N(c1ccccc1)S(C)(=O)=O (stereo unspecified)	1.1	89	-2.0	-8	0	6	10	-11	7	-1.1	-0.7
43	COc1ccc(N(CC(=O)Nc2nccs2)S(=O)(=O)c2c(C)nn(C)c2C)cc1	-0.3	103	2.3	-7	3	9	19	-13	14	-1.6	-3.2
44	Clc1ccc(/C=N/c2c(-c3ccc(Cl)cc3)nc3n2CCS3)cc1	-0.3	.	-0.2	3	1	2	-2	-15	-8	-0.4	2.7
45	CN=c1sc2c(n1C)C(=O)c1ccccc1C2=O	.	.	3.7	10	5	-52	-20	.	-101	11	.
46	O=C(c1cc(-c2ccc(Cl)cc2)n(-c2cc(Cl)ccc2Cl)n1)N1CCOCC1	-1.4	95	2.5	-1	4	6	-13	.	-8	-1.1	-0.3
47	Brc1cccc(CNc2nc3ccccc3n2CCN2CCCCC2)c1	-0.7	.	1.5	-7	.	.	.	-22	13	.	-2.3
48	Cc1nnc(SCCn2c(Br)nc3c2c(=O)n(C)c(=O)n3C)s1	-0.5	.	1.6	2	0	19	-1	-26	-94	-3.8	1.9
49	CCCNC(=O)CCc1cc(C(C)(C)C)c(O)c(C(C)(C)C)c1	-2.0	105	2.8	0	-3	-13	9	0	5	1.7	0.3
50	CCCCOC(=O)C1=C(C)NC(=O)NC1c1ccccc1 (stereo unspecified)	-0.9	96	0.4	2	3	8	-11	-25	-5	-1.8	1.8
51	COCCN1C(=O)C(=O)/C(=C(/O)c2cccc(OC)c2)C1c1ccco1 (stereo unspecified)	-3.4	.	-0.3	-3	3	13	-22	-21	3	-2.5	1.1
52	Cc1ccc(C2=NN(CC(=O)NCc3ccco3)C(=O)CC2)cc1	1.2	104	-0.5	0	-1	7	-7	87	-1	-1.5	1.0
53	CCCC(C(=O)NC1CCCC1)N(CC1CCCO1)C(=O)CNS(=O)(=O)c1ccc(F)cc1 (stereo unspecified)	-0.6	95	2.2	5	4	11	-24	-7	8	-1.7	2.1
54	CCCc1[nH]nc2c1C(c1ccncc1)C(C#N)=C(N)O2 (stereo unspecified)	-3.6	143	2.5	0	2	4	-6	8	-8	-0.9	0.2
55	Cc1cnc(C(=O)OCC(=O)N(C)CC(=O)Nc2ccccc2Cl)cn1	-0.7	102	1.9	10	-2	8	5	-7	.	-1.3	1.5
56	Cc1ccc(C(=O)OCC(=O)N(CCc2ccccc2)Cc2ccccc2)cc1S(=O)(=O)N1CCOCC1	0.0	102	-2.8	-2	-1	15	-6	-15	.	-2.9	2.0
57	CCOc1nc(NCc2ccco2)nc(Nc2ccc(OC)cc2)n1	0.8	101	4.0	-6	-9	-17	10	-5	12	3.0	-0.4

Source: PubChem BioAssay
